mcGAS lum: cyclic GMP-AMP synthase inhibitors, mouse, primary biochemical chemiluminescence; Q8C6L5; recombinant cGAS, Kinase-Glo ATP depletion luminescence; inhibition, % at 12.5 µM; 0.15% of 160,000 active;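 note: 0% = negative control wells and 100% = reference inhibitor with no enzyme activity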
NPYLR7 agonist: agonists of mosquito NPYLR7 receptor, primary screen, cell-based, Aedes aegypti, calcium fluorescence, mosquito biting behavior; HEK293T NPYLR7/Galpha15, GCaMP6s calcium fluorescence; 0.15% of 270,000 active; activation, % at 10 µM; Aedes aegypti neuropeptide Y-like receptor 7 (NPYLR7); AID 1259423, 2018; in the data active = activation above about 40%;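 note: 0% = vehicle and 100% = reference agonist at the receptor; some compounds past the cut are filed as inactive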
hcGAS lum: Primary biochemical luminescence assay for human cyclic GMP-AMP synthase inhibitors; recombinant h-cGAS, ATP depletion, Kinase-Glo luminescence; inhibition, % at 12.5 µM; 0.081% of 290,000 active; AID 1259398, 2018;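 note: 0% = vehicle reaction and 100% = reaction without DNA for no activity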
Target sequence (Q8N884 whole entry, looked up): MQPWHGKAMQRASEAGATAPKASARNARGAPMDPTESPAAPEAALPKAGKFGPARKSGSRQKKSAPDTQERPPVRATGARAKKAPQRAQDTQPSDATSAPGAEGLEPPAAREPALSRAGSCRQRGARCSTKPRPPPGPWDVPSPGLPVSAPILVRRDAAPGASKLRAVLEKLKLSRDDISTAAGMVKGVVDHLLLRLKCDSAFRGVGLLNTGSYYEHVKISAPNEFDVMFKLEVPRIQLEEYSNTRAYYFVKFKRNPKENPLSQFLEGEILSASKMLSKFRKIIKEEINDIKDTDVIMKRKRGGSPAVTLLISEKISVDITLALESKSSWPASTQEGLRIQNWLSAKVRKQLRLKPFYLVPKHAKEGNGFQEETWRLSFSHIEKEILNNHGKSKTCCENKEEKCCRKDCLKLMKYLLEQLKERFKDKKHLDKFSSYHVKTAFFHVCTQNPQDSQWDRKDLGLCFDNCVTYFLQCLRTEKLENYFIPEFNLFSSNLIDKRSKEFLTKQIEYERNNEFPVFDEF
* hit, by the source's call; · = no result given. Cut-off read from the data, not from the text of the source, unless noted: active = inhibition above about 40%; inactive = the rest.

Results follow in this order: NPYLR7 agonist	hcGAS lum	mcGAS lum
Cc1ccccc1C(=O)N1C(C(=O)NC(C)c2ccccc2)COC12CCC(C)CC2 (stereo not drawn)
    2	-1	-6
Cc1cc(Cl)ccc1OC(C)C(=O)NCc1cccnc1-n1ccnc1 (stereo not drawn)
    13	-2	·
O=C(O)[C@@H]1CCCN1C(=O)CC12CC3CC(CC(C3)C1)C2
    6	-5	·
COc1ccc(Cl)cc1NCc1ccccc1C#N
    0	-14	-9
COc1ccccc1CCc1nnc(CCC(=O)NC(C)CCCC(C)(C)O)o1 (stereo not drawn)
    -5	3	-2
O=C(c1csc2c1CCCC2)N1CCN(S(=O)(=O)c2ccccc2C(F)(F)F)CC1
    1	-8	·
CN1C[C@H]2CN3C(=O)CCN3[C@@H]2c2ccccc21
    0	7	-1
Cc1cnccc1NCCn1ccnc1C1CCOC1 (stereo not drawn)
    ·	-4	-11
CCc1nc2c(OCc3ccccc3)cccn2c1N(C)C(=O)c1ccccc1
    1	0	-4
CN(C)CC(C#N)C(O)c1ccccc1 (stereo not drawn)
    17	-8	-14
O=C(Nc1cccc(-c2nc3ccccc3o2)c1)c1cccc(Br)c1
    -16	0	0
Nc1c(Sc2ccccc2)c(Sc2ccccc2)c(N)c2c1C(=O)c1ccccc1C2=O
    -6	-4	-8
CC1(C)CCC(NC(=O)NCCNc2ncccc2C#N)c2ccccc21 (stereo not drawn)
    2	-7	·
CC(C)n1cc(C(=O)N2CCN(C(=O)CCc3ccccc3)CC2)c2nn(-c3ccccc3)c(=O)c-2c1
    -4	-5	-8
CCOC(CC)CNC(=O)c1c(O)cccc1O (stereo not drawn)
    17	-4	-12
CNc1cncc(-c2c(OC)cccc2OC)n1
    2	-8	·
CC1(C)CN(C(=O)Nc2ccccc2F)C2(S1)C(=O)Nc1ccc(Cl)cc12 (stereo not drawn)
    4	-9	-6
COCC(=O)N1CCN(c2ccc3c(c2)OCO3)C(=O)C1C (stereo not drawn)
    25	-2	-4
COCCNC(=O)C(C1CCCC1)N1CCN(C(=O)c2cccc([N+](=O)[O-])c2)CC1 (stereo not drawn)
    -9	-4	-3
Cc1cc(CSC(C)c2ccc(OC(F)F)cc2)no1 (stereo not drawn)
    2	-6	·
COc1ccc(-c2cc(C(=O)N(C)CCc3ccc(OC)c(OC)c3)n(-c3cccc(Cl)c3)n2)c(OC)c1
    -3	-1	-1
COc1ccc(-c2nnc(SCc3ccc(Br)cc3)n2-c2ccc(Cl)c(Cl)c2)cc1
    ·	-10	-8
CC(C)(C#N)CCCN1CCCC(CNS(N)(=O)=O)C1 (stereo not drawn)
    1	-1	·
COc1ccc(NC(=O)c2sc3[nH]c(=O)c(C(=O)O)cc3c2N)cc1
    -7	-2	0
O=[N+]([O-])c1c(Nc2cc(Cl)ccc2Cl)cc(N2CCOCC2)c2nonc12
    -5	1	·
O=C(N/N=C1/CCS(=O)(=O)c2ccc(Cl)cc21)C1CC1
    -4	-9	-17
O=C(NCC1CCCOC1)C1(c2cccc(Cl)c2)CCCC1 (stereo not drawn)
    8	-3	·
C/C(=N/N1CCOCC1)c1c(C(F)(F)F)[nH]n(-c2nc3ccccc3s2)c1=O
    0	-4	·
C=CCc1c(C)nc2c(-c3ccccc3)cnn2c1NCC1CCCO1 (stereo not drawn)
    -1	-3	-5
CC(C)(C)c1ccc(C(=O)N2CCC2(C)C(=O)Nc2ccc3[nH]ncc3c2)cc1 (stereo not drawn)
    9	-8	-5
CCCCN(Cc1ccccc1F)C(=O)Cc1cnc[nH]1
    0	-8	-12
CC(C)CNc1nccnc1-c1ccccc1Oc1ccccc1
    -6	-5	-3
CNC(=O)Cn1cnc2c(nnn2C)c1=O
    0	-7	·
O=C(c1ccccn1)C1CCCN(C(=O)c2cn(C3CCCCC3)nn2)C1 (stereo not drawn)
    6	-7	·
CC(=O)N1CCN(CC(=O)N2N=C(c3ccc(F)cc3)CC2c2ccccc2)CC1 (stereo not drawn)
    -2	-6	·
CCOc1ncccc1-c1cc(O)c(F)c(F)c1
    15	-2	·
FC(F)(F)c1nnc2ccc(NCC3COc4ccccc4C3)nn12 (stereo not drawn)
    6	-5	-11
CN(CCc1ccccn1)c1ncccc1CNC(=O)c1cnn2ccccc12
    12	-4	·
CCOc1ccc(-n2c(CNC(=O)c3ccc(S(=O)(=O)N4CCCCC4)cc3)nnc2SCC(=O)Nc2nccs2)cc1
    8	-6	-5
CCCCCCCCCCCCCC(=O)Nc1ccc(N2CCCC2)c(C(=O)NC(C)c2ccccc2)c1 (stereo not drawn)
    -2	-41	-13
Cc1cc(C(C)(C)C)cc(C)c1CCNS(=O)(=O)N(C)C
    9	-5	-12
Cc1cccc(NC(=O)N2CCSC23C(=O)N(Cc2c(F)cccc2F)c2ccccc23)c1 (stereo not drawn)
    -5	3	0
CCOc1ccc(-n2c(C(C)N(CC(C)C)C(=O)c3cccc(Br)c3)nc3ccccc3c2=O)cc1 (stereo not drawn)
    23	-3	-4
O=C(CCSCCOc1ccccc1)Nc1cccc(Cl)c1
    -1	-4	-14
O=C(Cc1ccccc1)N(Cc1cccnc1)c1nc2c(F)cccc2s1
    -9	-1	-5
CC1=NN(c2ccc(C(=O)NC(c3ccc(F)cc3)c3cccs3)cc2)CC1 (stereo not drawn)
    5	-6	-12
O=C(NCc1ccccc1)N1CCn2cccc2C1c1cccnc1 (stereo not drawn)
    2	3	·
O=C(NN1CCOCC1)c1ccc(Oc2ccc(F)cc2)cc1
    9	-17	·
CC1(Cc2ccc3c(c2)OCO3)C(=O)Nc2ccc(Cl)cc21 (stereo not drawn)
    1	2	-3
Cc1ccc(-n2cc(CN(C)C(C)c3ccncn3)c(-c3cccc(C)c3)n2)cc1 (stereo not drawn)
    14	-6	-16
CC(C)C(NC(=O)c1ccc2cn[nH]c2c1)c1cccs1 (stereo not drawn)
    4	-2	·
COC(=O)c1ccc(Cl)cc1NS(=O)(=O)c1cccs1
    2	0	-7
Cn1ccnc1N1CCN(C(=O)C2CC2)CC1
    3	-3	-6
CNc1cc(-c2cnc(-n3cnnc3)c(C)c2)c2cc[nH]c2n1
    21	-8	·
CCOC(=O)c1nc2cc(Cl)c(Cl)cc2nc1N1CCCN(C(=O)C(F)(F)C(F)(F)C(F)(F)F)CC1
    ·	-2	-4
N#C/C(=C\c1ccccc1O)C(=O)N/N=C\c1ccc(Cl)cc1
    15	0	·
COc1ccccc1-c1nnc(SCc2ccccc2)o1
    7	-13	-6
COC1c2c(c(-c3ccccc3)nn2-c2ccccc2)-c2nc3ccccc3n21 (stereo not drawn)
    -3	-8	·
COc1cc(C(=O)NCCCCc2nc(C)cs2)ccc1O
    -1	-7	·
COc1ccc(CNCCCn2nc(C)cc2C)cc1
    -1	-5	·

A second format for some results above:
SMILES	NPYLR7 agonist	hcGAS lum	mcGAS lum
CCCCN(Cc1ccccc1F)C(=O)Cc1cnc[nH]1	0	-8	-12
CC(C)CNc1nccnc1-c1ccccc1Oc1ccccc1	-6	-5	-3
CNC(=O)Cn1cnc2c(nnn2C)c1=O	0	-7	·
O=C(c1ccccn1)C1CCCN(C(=O)c2cn(C3CCCCC3)nn2)C1 (stereo not drawn)	6	-7	·

Carrying on.
Results follow in this order: NPYLR7 agonist	hcGAS lum	mcGAS lum
NC(=O)C1CCN(C(=O)NC2CCCCC2)CC1
    11	-5	-3
COC(=O)c1sc2nc(C)c(C)c(C)c2c1N
    -1	0	-4
CCc1ccc(CC)c(-c2csc(N)n2)c1
    0	8	·
CC1(C(=O)NCc2ccc(S(C)(=O)=O)cc2)CC1(Cl)Cl (stereo not drawn)
    -7	-12	·
COc1ccc(NC(=O)N(Cc2nc(C(=O)NCC(C)C)cs2)CC(C)C)c(OC)c1
    11	-4	-4
Cc1ccc(-c2nn(-c3cccc(F)c3)cc2CNCCN2CCCC2)o1
    0	-4	-4
O=C(O)CCc1nc2ccccc2s1
    1	-10	·
CCCCCOc1ncnc2c1sc1nc3c(cc12)COC(C)(C)C3
    4	-10	·
O=C(NC1CCN(c2ccccc2C(=O)NCc2ccc3c(c2)OCO3)CC1)c1ccc(Br)cc1
    15	-1	-3
O=C(Nc1nncs1)C1(Sc2ccccc2)CCCC1
    -25	5	·
COCCNC(=O)C1(C)CCCN(Cc2csc3ccccc23)C1 (stereo not drawn)
    0	-10	·
CN(Cc1cccc(Cl)c1)C(=O)NCc1cc(F)cc(F)c1
    1	-12	·
COc1ccc(Oc2ccc([N+](=O)[O-])cc2C(=O)N2CCCCC2C(=O)OCCc2ccc(OC)c(OC)c2)cc1 (stereo not drawn)
    1	-7	-5
O=C(c1cccs1)N1CCC(C(=O)N2CCN(Cc3ccc(Cl)s3)CC2)CC1
    0	-9	·
Cc1nc(CN2CCN(C(C)C(=O)Nc3nc(C)c(C)s3)CC2)no1 (stereo not drawn)
    11	-5	·
COc1cc(OC)nc(Nc2nc(C(N)CCc3ccccc3)cs2)n1 (stereo not drawn)
    -3	-1	-5
O=C(O)C1COC2(CCN(C(=O)Cc3ccccc3)CC2)N1C(=O)c1ccc(F)cc1 (stereo not drawn)
    9	-3	-5
Cc1cccc(NC(=O)Nc2ccc(N3CCCC3)c(C(=O)NCc3ccc(F)cc3)c2)c1
    -4	-6	-9
O=C(c1ccc(CSc2nc3ccc([N+](=O)[O-])cc3s2)cc1)N1C2CCC1CC(Oc1cccc(C(F)(F)F)c1)C2 (stereo not drawn)
    2	-6	-2
Cc1ccc(C2(c3noc(CN(C)CCC4CCOCC4)n3)CCCC2)cc1
    16	-9	-9
COc1cc(OC)cc(C(=O)Oc2ccc(Cl)cc2NC2=NS(=O)(=O)c3ccccc32)c1
    6	-5	-8
Cc1cccc(-c2cc(NCCc3cccnc3)n3nccc3n2)c1
    2	-3	·
O=c1c2ccccc2nc(-c2ccc(F)cc2C(F)(F)F)n1Cc1ccco1
    2	-1	-4
COCCc1noc(CN2CCN(CC(C)C)C(=O)C2C)n1 (stereo not drawn)
    ·	-5	-4
COc1ccc(/C=C/CN2CCC(N3CCC(C(=O)NC4CC4)CC3)CC2)cc1
    2	1	-5
Brc1ccc(-c2csc(NNC3=NCCCCC3)n2)cc1
    3	4	·
CCOCCNC(=O)c1ccc(-c2cc(-c3cccc4c3OCCO4)[nH]n2)cc1
    3	-4	-6
COc1cccc(NC(=O)NCCS(=O)(=O)c2c(C)[nH]c3ccccc23)c1
    3	1	·
CCc1cc(Oc2ccc(F)cc2)nc(SCc2ccc(F)c(F)c2)n1
    1	-7	-5
O=C(CSc1ccc2nnc(CCNC(=O)c3ccccc3)n2n1)NCc1ccccc1
    5	-5	-7
COc1cccc(S(=O)(=O)CCN2CC(C)OCC2C)c1 (stereo not drawn)
    2	-7	·
N#CC1C(=N)Oc2cc(N)ccc2C1c1ccncc1 (stereo not drawn)
    2	5	1
CCn1nc(C(=O)NNC(=O)c2c(C)noc2C)c2ccccc2c1=O
    14	-6	·
CCc1nc2ccc(C(=O)NCCc3ccccn3)cn2c1N(CC)Cc1cccc(Br)c1
    17	-7	-1
COc1ccccc1CN(Cc1cccnc1)C(=O)c1sc(C)nc1C
    6	-10	·
CCCCCC(=O)N1CCC2(CC1)C(=O)N(CC(=O)NCc1ccc(F)cc1)CN2c1ccccc1
    -4	-7	-5
COc1cccc(Cc2nsc(Oc3ccc(C(=O)Nc4ccc(C)cc4)cc3OC)n2)c1
    12	-7	-6
COc1cccc(CCC(=O)NC2CCN(c3ccc(C(F)(F)F)cn3)CC2)c1
    19	-7	-16
N#CCCCOC(=O)C1CC(O)CN1C(=O)COc1ccccc1 (stereo not drawn)
    3	-1	·
CCOC(=O)CCc1c(C)nc2ncnn2c1N1CCN(C(=O)c2ccco2)CC1
    ·	-8	-8
Cc1cccc(C(C(=O)NCCSc2nnc(C)s2)N(C)C)c1 (stereo not drawn)
    -8	5	·
CC(C)C(C(=O)N1CCN(Cc2ccncc2)CC1)N1CCCC1 (stereo not drawn)
    5	-8	·
O=C(O)N1CC(=S)CSC1=O
    9	-4	·
CCOC(=O)N1CCN(c2c(N3CC(C)CC(C)C3)c(=O)c2=O)CC1 (stereo not drawn)
    ·	6	0
COC(=O)c1ccc(N2C(=O)CC(NCc3ccc(OC)cc3)C2=O)cc1 (stereo not drawn)
    -1	-9	-5
O=C(Nc1ccccc1)N1CCCCCC1C1CCN(Cc2nnnn2C2CC2)CC1 (stereo not drawn)
    3	-8	·

Full records, looked up by structure:
Listed for `COC(=O)c1ccc(N2C(=O)CC(NCc3ccc(OC)cc3)C2=O)cc1` (stereo not drawn) = NPYLR7 agonist: -1; hcGAS lum: -9; mcGAS lum: -5
Listed for `O=C(O)N1CC(=S)CSC1=O` = NPYLR7 agonist: 9; hcGAS lum: -4; mcGAS lum: ·
Listed for `CC(C)C(C(=O)N1CCN(Cc2ccncc2)CC1)N1CCCC1` (stereo not drawn) = NPYLR7 agonist: 5; hcGAS lum: -8; mcGAS lum: ·

Quoted from the listing:
NPYLR7 agonist with CCOC(CC)CNC(=O)c1c(O)cccc1O (stereo not drawn) = 17
hcGAS lum with COc1ccc(/C=C/CN2CCC(N3CCC(C(=O)NC4CC4)CC3)CC2)cc1 = 1
hcGAS lum with O=C(N/N=C1/CCS(=O)(=O)c2ccc(Cl)cc21)C1CC1 = -9

Assay outcomes (PubChem)
